From PubChem BioAssay
USP2a block – blocks human ubiquitin-specific protease USP2a; O75604; USP2 core, Ub-CHOP2 coupled fluorogenic reporter, 485/531; Potency, µM (highest dose often 38.3 µM), for inactives: at the top dose activity change, negative = inhibition, actives largely listed as inhibitors; 330,000 tested, 0.01% active; AID 463254;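 further: potency means the concentration at half of the fitted maximal effect; plate controls were DMSO wells for no effect and full inhibition by NEM control for full effect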
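USP2 core (10nM final) preincubated 30min RT with compound in 20mM Tris-HCl pH 8.0, 2mM CaCl2, 2mM beta-mercaptoethanol, 0.05% CHAPS; 25nM Ub-CHOP2 plus 25nM reporter substrate added, fluorescence (Ex485/Em531) read after 60min.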
GALK inhibitor – blocks human galactokinase activity; P51570; Purified GALK, Kinase-Glo residual ATP luminescence; Potency, µM (doses to about 57.5 µM), for inactives: top-dose activity change, negative = inhibition, most hits filed as inhibitors; 270,000 tested, 0.007% active; further: potency means the concentration at half of the fitted maximal effect; on the % scale 0 is the no-effect control and ±100 the full control effect
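GALK at 5 nM final was combined with compound, 35 uM ATP and 100 uM galactose in HEPES pH8.0 with MgCl2 and DTT. The reaction ran one hour at room temperature before luminescent ATP detection.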
Giardia killer – kills Giardia lamblia. Giardia lamblia trophozoite viability. activity change, % at 7.66 µM, hits read low. 340,000 tested, 0.15% active; in the data active means activity change below about -80%; inconclusive means between about -30% and that limit;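 further: parasites exposed to compound for two days anaerobically before the ATP read; on the % scale 0 is the no-effect control and ±100 the full control effect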
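Trophozoite viability was measured as ATP-dependent luminescence, read 15-30 min after reagent addition. Before that, parasites at 100 cells/well were exposed to compounds for 48 h, anaerobically, at 37 deg C.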
B2AR arrestin – beta2AR (human) beta-arrestin recruitment activity; Potency, µM (doses to about 46.1 µM), for the others: top-dose activation, usual class: activators; 330,000 tested, 0.02% active; P07550; AID 492947; beta-arrestin recruitment to beta2AR, cell-based reporter;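 further: potency means the concentration at half of the fitted maximal effect; 0% = DMSO controls and full agonism = EC100 isoproterenol or metaproterenol; nearly all actives have a fitted effect of over 65% in size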
Target sequence (P07550 whole entry, looked up): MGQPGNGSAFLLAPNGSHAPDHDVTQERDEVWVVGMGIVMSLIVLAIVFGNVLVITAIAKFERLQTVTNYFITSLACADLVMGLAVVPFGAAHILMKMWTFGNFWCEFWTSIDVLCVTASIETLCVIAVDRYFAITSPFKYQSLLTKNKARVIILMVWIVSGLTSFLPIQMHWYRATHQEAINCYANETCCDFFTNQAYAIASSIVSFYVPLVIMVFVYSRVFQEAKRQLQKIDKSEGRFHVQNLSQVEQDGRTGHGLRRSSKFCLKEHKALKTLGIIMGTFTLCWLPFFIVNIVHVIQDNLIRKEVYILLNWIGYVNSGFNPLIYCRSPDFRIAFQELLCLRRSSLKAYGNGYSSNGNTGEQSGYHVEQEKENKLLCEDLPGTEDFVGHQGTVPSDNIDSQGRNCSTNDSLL
Menin-MLL TR inh – inhibitors of human menin-MLL interaction, mutant MLL peptide; Potency, µM (series often up to 61.6 µM), inactives show top-dose FP activity change, negative = inhibition, most hits filed as inhibitors; Menin + Texas Red MLL mutant peptide, fluorescence polarization; 270,000 tested, 0.23% active; active means well fitted inhibition curve with a large enough effect in the polarisation, with a control signal flat, not every such curve was filed as active; inconclusive means small, poorly fitted or top-dose-only effect, or effect the other way, or a change in a side signal; inactive means no such curve, though single readings can be large or run the other way; the % refers to the polarisation; further: potency means the concentration at half of the fitted maximal effect; % of control where 0% means no effect; many of its hits are not listed in these tables
Target sequence (O00255 whole entry, looked up): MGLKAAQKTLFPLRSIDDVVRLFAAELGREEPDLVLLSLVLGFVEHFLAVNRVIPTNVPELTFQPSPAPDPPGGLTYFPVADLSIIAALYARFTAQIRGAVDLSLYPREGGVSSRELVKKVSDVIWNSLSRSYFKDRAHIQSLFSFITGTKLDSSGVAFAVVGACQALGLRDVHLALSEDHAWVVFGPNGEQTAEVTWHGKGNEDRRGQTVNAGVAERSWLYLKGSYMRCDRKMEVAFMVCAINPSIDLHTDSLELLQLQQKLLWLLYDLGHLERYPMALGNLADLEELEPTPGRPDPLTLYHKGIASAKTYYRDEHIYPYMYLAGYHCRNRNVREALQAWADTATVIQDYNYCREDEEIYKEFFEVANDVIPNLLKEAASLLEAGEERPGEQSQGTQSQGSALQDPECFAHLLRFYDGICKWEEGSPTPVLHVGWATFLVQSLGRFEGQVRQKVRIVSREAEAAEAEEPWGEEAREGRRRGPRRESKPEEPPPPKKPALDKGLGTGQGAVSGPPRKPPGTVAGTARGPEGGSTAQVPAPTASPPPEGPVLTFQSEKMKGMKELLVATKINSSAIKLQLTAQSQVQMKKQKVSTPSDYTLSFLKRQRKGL
Coupling enz – coupling enzyme interference in Giardia aldolase counter-screen; coupling enzyme system counterscreen, AmpLite Red fluorescence; activity change, negative = inhibition, % at 58.2 µM, hits read low; 290,000 tested, 0.67% active; in the data active means activity change below about -30%; further: on the % scale 0 is the no-effect control and ±100 the full control effect
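Compounds tested against the coupling enzymes alone at 57.5 uM final; readout was AmpLite Red fluorescence (525/598 nm) after 20 min at RT.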
TRPV1 ag – agonists of human vanilloid receptor 1 (TRPV1); Q8NER1; TRPV1-expressing cells, Fluo-8 calcium influx, agonist mode; activation, % at 8.33 µM; 320,000 tested, 0.19% active; in the data active means activation above about 80%; inconclusive means between about 30% and that limit; further: 0% is about no effect
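Fluo-8 calcium influx in TRPV1-expressing cells, kinetic read (ex 480/em 520 nm). Compound added and read 3 min for agonist activity, followed by capsaicin at EC20 final and 2 min further read for enhancement.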
MLL CXXC-DNA inh – MLL CXXC-DNA interaction inhibition; Q03164; MLL-CXXC / FITC-HOXA9 DNA fluorescence polarization; Potency, µM (titrated, usually from 115 µM), for the others: top-dose activity change, negative = inhibition, hits mostly inhibitors; 290,000 tested, 0.037% active; AID 2662; active means well fitted inhibition curve with a large enough effect in the polarisation, with a control signal flat, not every such curve was filed as active; inconclusive means small, poorly fitted or top-dose-only effect, or effect the other way, or a change in a side signal; inactive means no such curve, though single readings can be large or run the other way; the % refers to the polarisation; further: potency means the concentration at half of the fitted maximal effect
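Fluorescence polarization: 7 uM MLL-CXXC (stock) preincubated 5 min with compounds, then 50 nM fluorescein-HOX-A9 DNA (stock) added; 30 min ambient. Buffer 50 mM Tris-HCl pH 7.5, 50 mM NaCl, 1 mM DTT, 0.05% BSA.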
PKM2 act – increases activity of human pyruvate kinase M2. P14618. 260,000 tested, 0.34% active. purified PKM2, Kinase-Glo ATP luminescence, activation; response scale: 0% is enzyme alone, no compound. AID 1631. Potency, µM (titrated, usually from 57.5 µM), for inactives: top-dose activation, most hits filed as activators; further: potency means the concentration at half of the fitted maximal effect; on the % scale 0 is the no-effect control and ±100 the full control effect; nearly all actives have a fitted effect of over 55% in size
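Purified hPK-M2 (>95% pure) converted ADP (0.1 mM final) to ATP with 0.5 mM PEP in 50 mM imidazole pH7.2, KCl, MgCl2, Tween 20, BSA; 1 h at room temperature. ATP detected by Kinase-Glo luminescence.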
KCNH2 3.1 inh – KCNH2 3.1 (human) potassium channel inhibition; U2OS KCNH2 3.1, thallium flux FluxOr; hits give low values; activity change, % (tested at about 1.8 µM); 340,000 tested, 0.95% active;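 active means maximum activity change below -70%; inconclusive means maximum activity change from -70% to -50%; inactive means maximum activity change above -50%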;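 further: thallium influx rate constant from kinetic fluorescence after stimulation buffer; on the % scale 0 is the no-effect control and ±100 the full control effect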
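Normalized rate constant (relative to positive and negative DMSO controls) derived from a 2 min kinetic fluorescence read after stimulation; U2OS cells expressing the 3.1 isoform via virus at 1.77 x 10^8 /mL.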
hERG WT inh – blocks the wildtype human KCNH2 potassium channel; 340,000 tested, 0.37% active; AID 720551; activity change, % at 1.84 µM; U2OS, BacMam KCNH2, thallium flux FluxOr; hits give low values;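 active means maximum activity change below -70%; inconclusive means maximum activity change between -70% and -50%; inactive means maximum activity change above -50%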; further: on the % scale 0 is the no-effect control and ±100 the full control effect
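U2OS cells were transduced with wild-type KCNH2 virus (2.03 x 10^8 / mL) for 4 h at room temperature, then cultured overnight at 37 C. Thallium flux was read with FluxOr dye. Rate constants were normalized to DMSO controls.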
* hit, by the source's call; ? = inconclusive; . = not tested or not shown; & = joins results of further samples; [ ] = remark or other dose. Unless noted, the call rests on the fitted dose curve; in most records, active means well fitted curve in the direction sought with a large enough effect; inconclusive means small, poorly fitted or top-dose-only effect, or another doubt; inactive means no such curve, though single readings can be large; an effect the other way counts as inactive or inconclusive.

SMILES	USP2a block	GALK inhibitor	Giardia killer	B2AR arrestin	Menin-MLL TR inh	Coupling enz	TRPV1 ag	MLL CXXC-DNA inh	PKM2 act	KCNH2 3.1 inh	hERG WT inh
COc1ccc(CN(Cc2ccc(C(=O)O)cc2)C(=S)Nc2cc(C)cc(C)c2)cc1OC	-0.2%	11.7%	2.6	0.5%	12.9%	4.7	-5.1	0.7%	-1.3%	-10.4	.
Cc1c(CCC(=O)O)c(=O)oc2c(C)c3occ(-c4ccc(Cl)cc4)c3cc12	2.5%	5.4%	2.0	0.5%	-3.0%	0.6	-1.5	4.3%	.	2.2	-12.3
CCC(=O)Nc1sc(C(=O)N2CCCCC2)c(C)c1C#N	1.9%	-1.0%	8.0	0.0%	4.5%	-1.4	5.1	1.1%	-5.3%	-2.4	-5.3
CCOC(=O)CN1C(=O)S/C(=C/c2ccc(C)o2)C1=O	3.7%	-3.9%	-24.4	0.0%	8.0%	-9.9	3.4	-1.0%	5.4%[11.5 µM]	11.6	15.7
Cc1ccc(C(=O)NNC(=O)CSc2nnc3ccccn23)cc1	4.2%	.	-1.8	2.9%	.	.	.	.	.	-26.9	-3.7
COc1ccc(C(=O)OCC(=O)N2CCCCCC2)cc1S(=O)(=O)N1CCOCC1	2.5%	.	8.7	-0.1%	.	.	0.5	.	.	11.7	-3.3
Cc1ccc(S(=O)(=O)/N=C(/c2ccccc2)N2CCOCC2)cc1	1.1%	-0.9%	34.9[activator]	0.0%	-4.3%	-2.4	-2.4	-0.7%	-1.8%	-2.4	0.7
CC(=O)Nc1ccc(NC(=O)c2nccnc2C(=O)O)cn1	-5.5%	-2.6%	28.7	0.1%	25.6%	-2.8	2.1	?	.	-19.6	-4.5
O=[N+]([O-])c1ccc(-c2nn(-c3ccccc3)cc2/C=N/n2c(-c3ccncc3)n[nH]c2=S)cc1	1.3%	2.9%	-2.7	-0.9%	.	1.9	0.0	0.5%	-0.1%	10.4	1.7
O=C(CSc1nnnn1C1CCCC1)NCCc1ccccc1	2.7%	-0.1%	15.0	0.1%	.	4.0	-2.1	-2.7%	-0.8%	2.0	-2.0
CN1N=C(C(=O)N2CCCC(C(=O)c3cccc(C(F)(F)F)c3)C2)CCC1=O (stereo not given)	5.9%	-3.8%	5.3	-0.6%	4.1%	0.4	-2.2	27.4%	3.3%	-10.7	4.2
CCCCNS(=O)(=O)c1ccc(S(=O)(=O)NCc2ccncc2)cc1	0.5%	0.6%	-3.0	-1.1%	21.1%	2.2	-2.7	-4.2%	-3.1%	-7.7	-17.6
CCOC(=O)CCCNC(=O)COC(=O)c1cc2ccccc2cc1O	5.0%	2.0%	0.5	0.6%	-2.0%	-0.6	1.5	-3.8%	-10.1%	-12.2	6.6
OC(CN1c2ccccc2Sc2ccccc21)Cn1nnc2ccccc21 (stereo not given)	-0.8%	-0.4%	-7.1	-0.8%	8.1%	-6.5	-4.8	21.2%	1.3%	-3.6	-4.8
Cc1ccc(C2(C)NC(=O)N(CC(=O)Nc3ccccc3C(=O)NC3CCCC3)C2=O)cc1 (stereo not given)	0.4%	.	5.7	0.4%	.	.	0.3	.	.	3.9	-10.0
CCOC(=O)C1CCCN(C(=O)CCCn2nnnc2CN2CCOCC2)C1 (stereo not given)	-2.0%	.	?	-0.3%	8.7%	0.6	1.7	-0.3%	1.7%	-4.2	10.0
Cn1cccc1Cc1nnc(SCC(=O)NCC2CCCO2)n1C (stereo not given)	-2.9%	1.4%	-18.9	-0.1%	12.8%	-0.2	-2.4	0.8%	-10.4%	-16.8	.
Cc1[nH]nc2c1C(c1ccc(F)cc1)C1=C(CC(C)(C)CC1=O)N2 (stereo not given)	-0.8%	-0.8%	-27.0	-0.2%	19.8%	0.9	-31.3	6.8%	2.6%	7.4	7.1
CCc1ccc(NC(=S)NC2CC3CCCC(C2)N3Cc2cccs2)cc1 (stereo not given)	-5.2%	-1.5%	-13.9	-0.3%	-10.1%	1.8	1.0	26.8%	4.5%	-41.7	35.5
CCCNC(=O)NC(C(=O)OC)C12CC3CC(CC(C3)C1)C2 (stereo not given)	-1.8%	0.3%	-3.8	-0.3%	4.3%	2.9	-1.8	6.3%	0.6%	9.3	-0.3
COc1ccc(CCNC(=O)CSc2cccc3cccnc23)cc1OC	1.1%	-2.4%	-9.7	0.9%	-0.6%	0.3	1.5	-0.7%	-0.8%	3.2	-15.2
CC(=O)c1cccc(NC(=O)COC(=O)c2ccc(S(C)(=O)=O)c([N+](=O)[O-])c2)c1	-1.6%	3.9%	1.2&12.2	-0.2%	32.8%[activator]	0.4	-0.6	-0.5%	5.0%	-0.9	-0.9
Cc1ccc(N2CCN(S(=O)(=O)c3ccc4oc(=O)ccc4c3)CC2)c(C)c1	2.7%	2.0%	-22.2	0.2%	15.4%	-0.4	?	6.6%	.	-14.8	1.3
O=C(NCCC1=CCCCC1)c1cc(S(=O)(=O)N2CCOCC2)c(Cl)cc1Cl	-3.6%	.	-1.7	-0.3%	.	.	?	.	.	-9.6	-8.7
O=C(O)c1cc(S(=O)(=O)O)cc(Nc2c3ccccc3nc3ccccc23)c1O	0.8%	-1.0%	12.8	-0.1%	.	-0.7	-4.1	25.5%	.	-10.1	3.5
Continuation.
SMILES	USP2a block	GALK inhibitor	Giardia killer	B2AR arrestin	Menin-MLL TR inh	Coupling enz	TRPV1 ag	MLL CXXC-DNA inh	PKM2 act	KCNH2 3.1 inh	hERG WT inh
O=c1[nH]c(CN2CCN(c3ccc([N+](=O)[O-])cc3)CC2)nc2ccsc12	0.8%	-1.3%	-2.0	0.1%	.	1.8	0.2	-6.2%	-9.8%	-28.9	9.3
COCCn1c(SCC(=O)Nc2ccccc2OC)nc2c([nH]c3ccccc32)c1=O	0.5%	-0.3%	5.9	0.0%	.	.	4.4	5.7%	0.7%	-20.8	-11.7
Fc1cnc(N2CCOCC2)nc1N1CCc2ccccc21	-0.3%	-2.9%	-17.0	-1.1%	4.8%	-1.2	10.9	-0.2%	-24.9%	-3.5	-1.4
COc1cc(NC(=O)NCc2ccncc2)cc(OC)c1OC	0.3%	-1.6%	-17.1	0.5%	3.7%	0.0	3.1	6.6%	-1.5%	2.2	5.0
COc1cccc(NC(=S)N/N=C2\CC3CCC2(C)C3(C)C)c1 (stereo not given)	-7.6%	5.0%	2.9	-0.3%	-8.1%	-1.7	3.0	13.0%	-2.7%	-22.9	-3.3
Cc1ccc(NC(=O)COC(=O)C2CC2)cc1S(=O)(=O)N1CCOCC1	0.2%	.	15.8	-1.0%	.	.	.	.	.	9.6	2.3
N#CCCN(CCN1CCCC1)S(=O)(=O)c1ccc(-c2ccc([N+](=O)[O-])cc2)cc1	-5.6%	0.4%	14.7	0.1%	-4.7%	-0.7	-1.9	-1.6%	4.2%	-26.9	-11.6
O=C(/C=C/c1ccco1)Nc1ccc(C(=O)N2CCOCC2)cc1	2.0%	2.7%	-22.8	-0.2%	-8.3%	1.7	-0.5	1.9%	4.9%	-4.7	13.5
Cc1nc(CN(C)Cc2nc(Cc3ccccc3Cl)no2)cs1	1.0%	5.1%	-16.6	0.2%	-21.0%	-1.1	0.1	-2.0%	-10.1%	-24.9	-3.1
N#Cc1ccccc1NC(=O)COC(=O)c1ccc2c(c1)OCO2	0.8%	.	11.3	0.0%	.	.	1.4	.	.	-4.2	-6.6
Cc1cc(NC(=O)CSc2nnc(-c3ccc(S(=O)(=O)N4CCCC4)cc3)n2C)no1	0.2%	2.6%	-2.5	-0.4%	-2.8%	2.8	-2.2	-11.1%	11.7%	0.9	-9.2

One compound at a time, as listed above. Screens in order: USP2a block	GALK inhibitor	Giardia killer	B2AR arrestin	Menin-MLL TR inh	Coupling enz	TRPV1 ag	MLL CXXC-DNA inh	PKM2 act	KCNH2 3.1 inh	hERG WT inh
Entry for `COc1cc(NC(=O)NCc2ccncc2)cc(OC)c1OC` : 0.3%	-1.6%	-17.1	0.5%	3.7%	0.0	3.1	6.6%	-1.5%	2.2	5.0
Entry for `COc1cccc(NC(=S)N/N=C2\CC3CCC2(C)C3(C)C)c1` (stereo not given) : -7.6%	5.0%	2.9	-0.3%	-8.1%	-1.7	3.0	13.0%	-2.7%	-22.9	-3.3
Entry for `N#CCCN(CCN1CCCC1)S(=O)(=O)c1ccc(-c2ccc([N+](=O)[O-])cc2)cc1` : -5.6%	0.4%	14.7	0.1%	-4.7%	-0.7	-1.9	-1.6%	4.2%	-26.9	-11.6

Some of the compounds tested (hit frequency here may not be typical).
